# Mcl1-Bid inh: Mcl-1/Bid interaction inhibition. Q07820. TR-FRET Mcl-1/Bid-Dy647 peptide binding, 1536-well. inhibition, % at 21.7 µM. 220,000 compounds, 0.97% hits. AID 1021;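 active = compounds that cut the binding signal by more than half at the single screening dose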;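 note: His-tagged Mcl-1 with europium anti-His antibody binding Bid BH3 peptide; 0% = Mcl-1 plus peptide wells and 100% = peptide-only wells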
# Target sequence (Q07820 whole entry, looked up): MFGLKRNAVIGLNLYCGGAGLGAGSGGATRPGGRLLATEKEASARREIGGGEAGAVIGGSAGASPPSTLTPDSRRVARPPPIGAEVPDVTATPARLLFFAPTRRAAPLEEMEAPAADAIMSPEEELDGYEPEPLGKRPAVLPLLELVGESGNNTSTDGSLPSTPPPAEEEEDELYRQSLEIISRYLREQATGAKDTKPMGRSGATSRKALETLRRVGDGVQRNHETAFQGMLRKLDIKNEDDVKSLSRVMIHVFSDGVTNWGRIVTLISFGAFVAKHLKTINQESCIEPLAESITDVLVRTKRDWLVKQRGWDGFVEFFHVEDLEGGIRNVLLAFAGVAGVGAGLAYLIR
# RGS8-Gao reg: modulates binding of RGS8 to human Galphao; multiplexed bead flow cytometry; actives lie on both sides; response (percent of control binding), % at 10 µM; 220,000 compounds, 0.34% hits; AID 1423; in the data active = response below about 60% or above about 140%; inactive = in between;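 note: Galphao activated as the GDP aluminium fluoride complex binding bead-coupled RGS8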
# Bfl-1 Bim block: inhibitors of Bim-Bfl-1 interaction, human; AID 1008; Q16548; inhibition, % at 10 µM; 190,000 compounds, 0.12% hits; Bead-based flow cytometry, Bim-Bfl-1 binding inhibition;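 note: 0% = wells without compound plus tracer and 100% = blocker peptide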
# Mcl-1 Bim block: human Bim-Mcl-1 interaction inhibition; Q07820; Bead-based flow cytometry, Bim peptide-Mcl-1 binding; inhibition, % at 10 µM; 190,000 compounds, 0.1% hits;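 note: 0% = no compound tracer wells and 100% = peptide blocker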
# Bim-Bcl-B: disrupts Bim peptide binding to human Bcl-B | Q9HD36 | bead-based flow cytometry | inhibition, % at 10 µM | 190,000 compounds, 0.073% hits;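 note: 0% = tracer peptide without compound and 100% = reference inhibitor peptide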
# Target sequence (Q9HD36 whole entry, looked up): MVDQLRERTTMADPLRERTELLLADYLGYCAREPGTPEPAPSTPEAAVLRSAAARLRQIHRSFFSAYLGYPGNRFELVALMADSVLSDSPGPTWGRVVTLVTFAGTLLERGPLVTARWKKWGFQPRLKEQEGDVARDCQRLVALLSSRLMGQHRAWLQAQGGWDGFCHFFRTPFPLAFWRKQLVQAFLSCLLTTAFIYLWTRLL
# GSH bead fluor: GSH bead compound fluorescence profile; fluorescence (KMESF) at 10 µM; AID 1776; GSH beads flow cytometry, compound fluorescence 488/530 nm; hits give high values; 190,000 compounds, 0.25% hits; in the data active = fluorescence above about 89;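 note: glutathione beads carrying GST-tagged Bcl family fusion proteins plus one bare bead set; values are compound well signal with DMSO vehicle wells as background; inactives centre near 16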
# Bcl-W Bim block: human Bim-Bcl-W interaction inhibition; Q92843; bead-based flow cytometry, Bim peptide-Bcl-W binding; inhibition, % at 10 µM; 190,000 compounds, 0.02% hits;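 note: 0% = bound tracer without compound and 100% = peptide blocker; higher means less fluorescent Bim peptide bound to Bcl-W beads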
# Target sequence (Q92843 whole entry, looked up): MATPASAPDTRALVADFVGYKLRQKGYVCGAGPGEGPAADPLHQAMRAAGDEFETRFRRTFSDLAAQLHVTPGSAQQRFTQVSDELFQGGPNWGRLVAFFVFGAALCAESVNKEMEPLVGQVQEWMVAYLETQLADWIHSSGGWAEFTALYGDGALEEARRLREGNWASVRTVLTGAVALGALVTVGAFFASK
# Bim-Bcl-2: inhibitors of Bim-Bcl-2 interaction, human; P10415; Bead-based flow cytometry, Bim peptide-Bcl-2 binding; inhibition, % at 10 µM; 190,000 compounds, 0.06% hits; AID 950; in the data active = inhibition above about 40%; inconclusive = no clear call, values can overlap the other calls;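 note: 0% = no compound wells with probe peptide and 100% = reference peptide inhibitor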
# Target sequence (P10415 whole entry, looked up): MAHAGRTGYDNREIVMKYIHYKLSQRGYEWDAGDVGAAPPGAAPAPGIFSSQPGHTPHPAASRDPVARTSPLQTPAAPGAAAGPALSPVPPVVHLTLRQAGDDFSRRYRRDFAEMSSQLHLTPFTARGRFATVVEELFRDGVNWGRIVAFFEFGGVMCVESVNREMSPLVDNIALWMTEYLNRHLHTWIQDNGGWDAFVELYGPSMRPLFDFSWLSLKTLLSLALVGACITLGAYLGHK
# RGS7-Gao: modulates binding of RGS7 to human Galphao; P09471; Multiplexed bead flow cytometry; actives lie on both sides; binding response (% of control), % at 10 µM; 220,000 compounds, 0.35% hits; in the data active = binding response below about 49% or above about 150%; inconclusive = no clear call, values can overlap the other calls; inactive = in between;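 note: fluorescent Galphao held in activated GDP-AlF4 state binding bead-coupled RGS7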
# Bcl-XL Bim block: inhibitors of Bim-Bcl-XL interaction, human. Bim peptide-Bcl-XL binding, bead flow cytometry, fluorescence. AID 1007. inhibition, % at 10 µM. 190,000 compounds, 0.04% hits
# RGS4-Gao reg: modulates binding of RGS4 to human Galphao | Multiplexed bead flow cytometry; actives lie on both sides | 220,000 compounds, 0.33% hits | P09471 | binding response (% of control), % at 10 µM | AID 1415; in the data active = binding response below about 49% or above about 150%; inactive = in between;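 note: fluorescent Galphao activated with aluminum fluoride binding bead-coupled RGS4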
# * = called active by the depositor; ? = inconclusive. Cut-off read from the data, not from the text of the source, unless noted: active = inhibition above about 40%.
SMILES,Mcl1-Bid inh,RGS8-Gao reg,Bfl-1 Bim block,Mcl-1 Bim block,Bim-Bcl-B,GSH bead fluor,Bcl-W Bim block,Bim-Bcl-2,RGS7-Gao,Bcl-XL Bim block,RGS4-Gao reg
CCOc1ccccc1N1CCN(C/C=C/c2ccc(N(C)C)cc2)CC1,-20,96,-10,1,-1,12,0,-4,94,-12,92
CC12CC3(C)CC(C)(C1)CC(C(=O)NC(=S)N1CCOCC1)(C2)C3,-77,99,-6,-4,-6,22,1,-4,95,-3,98
CCCn1c(CCc2ccccc2)nnc1SCC(=O)N1CCOCC1,-11,96,-5,-1,-2,6,-3,-1,90,-2,94
Cc1nnc(SCCn2c(Br)nc3c2c(=O)[nH]c(=O)n3C)s1,17,113,-4,-7,-3,34,-5,-8,102,-8,102
Cc1cc(S(=O)(=O)N(Cc2ccc(C(C)C)cc2)CC2CCCO2)ccc1-n1cnnn1 (configuration not stated),-7,102,3,3,3,14,1,8,92,1,97
CCOC(=O)c1sc2nc3c(cc2c1N)COC(C)(CC)C3 (configuration not stated),-59,102,0,-1,0,9,0,0,102,1,103
Cc1ccc(-c2noc(CSc3nnc(-c4cccs4)n3C)n2)cc1,-4,101,-11,0,-6,12,0,-4,100,-2,101
CCCC(C)C(=O)OCC(=O)NCc1ccc(OC)c(OC)c1 (configuration not stated),-4,95,-9,-1,-4,15,0,-3,90,-3,91
Cc1ccc(OC(=O)c2cccc([N+](=O)[O-])c2)c(-n2nc3ccccc3n2)c1,-26,104,0,-4,-6,9,-2,-1,100,-7,103
CCCCNC(=O)C1CCCN(S(=O)(=O)CC)C1 (configuration not stated),12,99,-4,-3,-3,14,-2,0,98,-3,99
O=c1c2ccccc2[nH]c(=S)n1CCN1CCC(=C(c2ccc(F)cc2)c2ccc(F)cc2)CC1,-11,104,0,-2,-7,19,-4,-2,104,-7,108
CC(C)c1nc2ccc(Br)cn2c1NC1CCCC1,-56,100,1,1,-1,11,1,-1,?,0,98
CSc1nc2c(c(=O)[nH]1)C(c1ccncc1)C(C(=O)OC(C)C)=C(C)N2 (configuration not stated),-25,98,-1,-3,-2,21,-1,-1,93,-2,96
O=C(Cn1cc2c(n1)CCCCC2)NCc1ccccc1,-19,96,-2,2,0,21,4,3,101,-1,97
C/C(=N/NC(=O)CNC(=O)c1ccccn1)c1ccc([N+](=O)[O-])cc1,-27,96,0,-1,-11,11,1,-4,105,0,105
Cc1noc(C)c1CSCC(=O)N1CCN(c2ccc(F)cc2)CC1,-14,96,-13,-2,-6,36,-1,-8,95,-13,98
O=C(c1cccc(F)c1)N1CCN(c2ccc([N+](=O)[O-])c(N3CCOCC3)c2)CC1,-29,103,-6,0,-1,14,-1,-10,103,-5,103
O=C(Cn1nnc(-c2ccccc2-n2cnnn2)n1)NCc1ccccc1,3,98,-11,-5,-8,37,-3,-8,103,-13,95
O=C(Nc1ccccc1SCC1CSc2nc3ccccc3c(=O)n21)c1ccccc1 (configuration not stated),-10,97,-11,0,-7,28,-6,-7,96,-14,98
COC(=O)c1ccccc1NC(=O)CSc1[nH]c(=O)cc(C)c1C#N,-15,99,-1,-3,-2,13,-4,1,97,-3,98
Cc1ccc(C(=O)Oc2ccc(C(=O)COC(=O)c3cnccn3)cc2)cc1,2,103,0,4,0,12,-1,-1,108,-1,99
N#Cc1nc(-c2ccco2)oc1N1CCOCC1,7,103,-2,0,0,15,0,0,105,0,105
C=CCOc1c(CNc2cccc(C(=O)O)c2)cccc1OCC,-28,99,-13,-5,-6,10,-5,-3,96,-4,99
CC1CCN(C(=O)CSc2nncn2C)CC1,-22,100,0,-2,1,19,-3,0,104,0,103
CCOC(=O)CN(C(=O)CSc1nnc2c(n1)[nH]c1c(C)cc(C)cc12)c1ccccc1,-12,105,-13,-4,-6,257*,0,-9,105,14,109
COc1ccc(Cl)cc1C(Nc1cccnc1)c1ccc2cccnc2c1O (configuration not stated),97*,98,6,0,-3,9,0,-2,96,-1,98
O=C(CSc1ccc(/C=N/NC(=O)c2cccc(F)c2)o1)Nc1ccccc1,-2,96,-12,-1,-11,40,0,-10,102,3,101
NC(=O)CCS(=O)(=O)c1ccccc1,-10,102,2,5,4,13,2,3,109,0,101
Cc1ccc(NC(=S)C2=C(O)c3sccc3N(C)S2(=O)=O)cc1,-48,104,-6,1,-2,5,2,-1,105,-3,103
Oc1c(C(c2cccc(F)c2)N2CCN(Cc3ccccc3)CC2)sc2ncnn12 (configuration not stated),-5,103,-12,-6,-10,14,-6,-7,99,-10,101

# Taken from above.
# In Bcl-W Bim block, NC(=O)CCS(=O)(=O)c1ccccc1 is entered as 2
# In Mcl1-Bid inh, O=C(CSc1ccc(/C=N/NC(=O)c2cccc(F)c2)o1)Nc1ccccc1 is entered as -2

# (next part)
SMILES,Mcl1-Bid inh,RGS8-Gao reg,Bfl-1 Bim block,Mcl-1 Bim block,Bim-Bcl-B,GSH bead fluor,Bcl-W Bim block,Bim-Bcl-2,RGS7-Gao,Bcl-XL Bim block,RGS4-Gao reg
CC(=O)N1CCN(S(=O)(=O)c2c(F)cc(F)c(Cl)c2F)CC1,-25,98,-4,-1,-5,17,-2,1,99,-2,98
COc1ccc(OC)c(NC(=O)Cn2cc(C(=O)c3ccco3)c3ccccc32)c1,6,100,-15,-2,-9,18,1,-18,99,-4,103
COc1cc(OC)nc(NC(=O)CSc2nc3ccccc3o2)n1,-14,100,5,4,7,10,11,5,108,10,103
N/C(=N\OC(=O)c1ccc(Cl)cc1)c1cccnc1,-37,103,-11,0,-6,60,1,-8,100,-8,102
Cc1cc(NC(=O)CCC(=O)N(CCC(C)C)C(C(=O)NC2CCCC2)c2cccnc2)no1 (configuration not stated),-12,84,-24,-4,-10,31,-7,-1,100,-14,102
Cc1cc(NC(=O)COC(=O)c2c(C)noc2C)ccc1Br,0,106,-3,0,-2,7,-1,1,107,-2,105
CCOC(=O)N1CCN(C(=O)c2cc3c(ccc4ccccc43)oc2=O)CC1,2,110,-1,0,0,11,-1,-1,105,0,103
C=CCN1C(=O)S/C(=C/c2ccsc2)C1=O,2,92,1,-5,-7,108*,-1,-3,106,0,105
Cc1coc2c1c(C)cc1oc(=O)c(Cc3ccccc3)c(C)c12,-8,99,0,-4,-3,18,0,0,100,0,99
Cc1cccc(NC(=O)c2cc3ccccc3o2)c1,5,96,-14,-7,-4,20,-6,0,96,-7,96
CCN(CC)S(=O)(=O)c1ccc(C)c(NC(=O)CSc2nc3ccc(C)cc3[nH]2)c1,-2,85,-1,-1,-3,8,-1,-1,100,0,98
CCOCCCNC(=O)CS(=O)(=O)Cc1nc(-c2cccc(OC)c2)oc1C,-22,103,-2,0,0,23,0,0,100,0,101
O=c1c2cc(Cl)ccc2[nH]c(=S)n1Cc1ccccn1,-55,101,0,9,-21,15,-3,-11,105,-10,101
COc1cc(C2C(C#N)=C(N)Oc3cc(C)oc(=O)c32)ccc1OC(=O)N1CCOCC1 (configuration not stated),0,103,-9,-5,-10,39,5,-9,104,-10,110
COc1ccc(CCNC(=O)CSc2ccc(-c3ccco3)nn2)cc1OC,-28,96,-1,0,-5,22,-1,-2,93,-3,96

# Taken from above (14 entries):
SMILES,Mcl1-Bid inh,RGS8-Gao reg,Bfl-1 Bim block,Mcl-1 Bim block,Bim-Bcl-B,GSH bead fluor,Bcl-W Bim block,Bim-Bcl-2,RGS7-Gao,Bcl-XL Bim block,RGS4-Gao reg
COc1ccc(OC)c(NC(=O)Cn2cc(C(=O)c3ccco3)c3ccccc32)c1,6,100,-15,-2,-9,18,1,-18,99,-4,103
COc1cc(OC)nc(NC(=O)CSc2nc3ccccc3o2)n1,-14,100,5,4,7,10,11,5,108,10,103
N/C(=N\OC(=O)c1ccc(Cl)cc1)c1cccnc1,-37,103,-11,0,-6,60,1,-8,100,-8,102
Cc1cc(NC(=O)CCC(=O)N(CCC(C)C)C(C(=O)NC2CCCC2)c2cccnc2)no1 (configuration not stated),-12,84,-24,-4,-10,31,-7,-1,100,-14,102
Cc1cc(NC(=O)COC(=O)c2c(C)noc2C)ccc1Br,0,106,-3,0,-2,7,-1,1,107,-2,105
CCOC(=O)N1CCN(C(=O)c2cc3c(ccc4ccccc43)oc2=O)CC1,2,110,-1,0,0,11,-1,-1,105,0,103
C=CCN1C(=O)S/C(=C/c2ccsc2)C1=O,2,92,1,-5,-7,108*,-1,-3,106,0,105
Cc1coc2c1c(C)cc1oc(=O)c(Cc3ccccc3)c(C)c12,-8,99,0,-4,-3,18,0,0,100,0,99
Cc1cccc(NC(=O)c2cc3ccccc3o2)c1,5,96,-14,-7,-4,20,-6,0,96,-7,96
CCN(CC)S(=O)(=O)c1ccc(C)c(NC(=O)CSc2nc3ccc(C)cc3[nH]2)c1,-2,85,-1,-1,-3,8,-1,-1,100,0,98
CCOCCCNC(=O)CS(=O)(=O)Cc1nc(-c2cccc(OC)c2)oc1C,-22,103,-2,0,0,23,0,0,100,0,101
O=c1c2cc(Cl)ccc2[nH]c(=S)n1Cc1ccccn1,-55,101,0,9,-21,15,-3,-11,105,-10,101
COc1cc(C2C(C#N)=C(N)Oc3cc(C)oc(=O)c32)ccc1OC(=O)N1CCOCC1 (configuration not stated),0,103,-9,-5,-10,39,5,-9,104,-10,110
COc1ccc(CCNC(=O)CSc2ccc(-c3ccco3)nn2)cc1OC,-28,96,-1,0,-5,22,-1,-2,93,-3,96

# Continued.
SMILES,Mcl1-Bid inh,RGS8-Gao reg,Bfl-1 Bim block,Mcl-1 Bim block,Bim-Bcl-B,GSH bead fluor,Bcl-W Bim block,Bim-Bcl-2,RGS7-Gao,Bcl-XL Bim block,RGS4-Gao reg
COc1ccc(N(C)S(=O)(=O)c2cccc(C(=O)Nc3ccc(OC)nc3)c2)cc1,0,107,-2,-2,-4,7,-1,-7,104,-4,102
CCOC(=O)c1nn(-c2ccc(Cl)cc2)c2nnc(Cc3ccc(C)cc3)c(=O)n12,-5,109,4,-3,-10,13,-4,4,104,-4,103
COCCCNC(=O)C1CC(=O)N(Cc2ccc(OC)cc2)C1 (configuration not stated),0,98,-5,0,-3,28,0,0,102,0,103
O=C(CSc1nnc(Cc2cc(=O)[nH]c(=O)[nH]2)n1-c1ccc(F)cc1)N1CCCCC1,-13,103,-7,0,-8,27,2,-8,104,-3,102
Cc1ccc(-c2nc3ccc(C(=O)O)cc3nc2-c2ccc(C)cc2)cc1,2,101,0,-2,-1,22,0,0,101,0,102
COc1ccc([N+](=O)[O-])cc1NC(=O)c1ccc(N(Cc2ccccc2Cl)S(C)(=O)=O)cc1,0,101,-1,0,-2,7,-2,-2,102,-2,103
COc1ccc(NC(=S)/N=C(\N)Nc2nc(C)c3ccc(C)cc3n2)cc1,-31,100,-6,0,0,9,-5,-3,101,-1,98

# Bioassay records from PubChem.
